TRPM1 prom inh: inhibitors of MITF-dependent TRPM1 promoter reporter, primary screen, cell-based, SK-MEL-5, single point, luciferase | hit rate 0.83% among 330,000 | SK-MEL-5 TRPM1 promoter luciferase, 24 h | inhibition, % at 12.5 µM | AID 488899, 2010;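 active = mean inhibition across replicates of 60% or more, whatever share of single replicates reaches that level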; note: values of inactives mirror those of a sister screen read the other way
hiPSC survival: enhancers of single-cell hiPSC survival, primary screen, ATPlite luminescence; 100% = ROCK inhibitor wells, 0% = DMSO; survival enhancement, % at 20 µM; hit rate 0.044% among 360,000; AID 602274, 2012; in the data active = survival enhancement above about 18%;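 note: cells exposed to compounds for 16 hours before the ATP read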
aDG glyco up: activators of alpha-DG glycosylation, primary screen, uHTS, Pro5-aDG cells, AlphaScreen | alpha-DG glycosylation AlphaScreen (IIH6); 0% Pro5, 100% B10-LARGE cell signal | hit rate 0.22% among 360,000 | activation, % at 10 µM;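 active = activation of at least 8% versus controls, or a plate z-score of at least 8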;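 note: Pro5 are CHO cells carrying HIG-tagged alpha-DG that lacks glycosylation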
NR2E3 ag-1: NR2E3 agonists in two-hybrid cells, primary screen, cell-based, luminescence, CHO-S, Gal4-NCOR/VP16-NR2E3 | Photoreceptor-specific nuclear receptor (Homo sapiens), Q9Y5X4 | inhibition of corepressor binding, % at 3.98 µM | luciferase | AID 602229, 2012 | hit rate 0.35% among 360,000;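 active = inhibition above the mean of all tested compounds plus 3 SD, cut at about 70% in these data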;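 note: 0% = DMSO with NR2E3 transfected cells and 100% = cells lacking NR2E3 construct; higher means lower luciferase signal from less NR2E3 corepressor binding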
Target sequence (Q9Y5X4 whole entry, looked up, the tested form may be a part): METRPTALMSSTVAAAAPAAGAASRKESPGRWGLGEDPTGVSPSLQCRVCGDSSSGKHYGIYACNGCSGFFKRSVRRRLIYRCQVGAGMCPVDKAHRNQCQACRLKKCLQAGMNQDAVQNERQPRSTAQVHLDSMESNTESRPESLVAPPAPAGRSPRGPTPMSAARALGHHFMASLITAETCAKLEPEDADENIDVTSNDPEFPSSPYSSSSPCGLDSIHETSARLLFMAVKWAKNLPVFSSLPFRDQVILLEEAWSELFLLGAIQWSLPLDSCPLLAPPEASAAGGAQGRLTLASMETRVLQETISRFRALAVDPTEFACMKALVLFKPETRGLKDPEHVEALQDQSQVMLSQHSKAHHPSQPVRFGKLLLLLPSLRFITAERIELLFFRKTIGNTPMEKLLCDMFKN
CaV13 ICDI inh: Disruptors of the CACNA1D IQ motif to Ca2+-dependent inactivation inhibitor domain association, primary screening, Förster resonance energy transfer in intact living …; AID 743397; HEK cells, CFP/YFP FRET ICDI-IQ, plate reader, 10 min; percent FRET-ratio fall versus neutral wells; inhibition, % at 12.3 µM; hit rate 0.098% among 340,000;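 active = mean replicate inhibition of at least 30% and at least 1% of replicates passing that level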;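 note: 0% = median of the neutral control wells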
NR2E3 ag-2: inhibitors of NR2E3-RetCOR corepressor binding, primary screen, NR2E3 agonist project, biochemical, TR-FRET, GST-NR2E3, biotin-RetCOR; 1536-well; AID 2300, 2010; inhibition of corepressor binding, % at 4.78 µM; Photoreceptor-specific nuclear receptor (Homo sapiens), Q9Y5X4; hit rate 0.12% among 320,000;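 active = percent inhibition above the cutoff of mean plus 3 SD of all tested compounds, set per screening campaign, cut at about 20% in these data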;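 note: 0% = DMSO wells and 100% = biotin wells as full block of FRET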
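Test system: GST-NR2E3 and biotin-RetCOR proteins | Quantity: 1.35 nM GST-tagged NR2E3 final | Medium: Tris pH 7.5 | Also added: 7 nM biotin-RetCOR | Dosing: Compound at 4.8 µM, single dose | Timing: 5 h at 4 °C | Detection: Time-resolved FRET | Read-out basis: Percent inhibition | Benchmarks: Biotin wells as high control, 0.6% DMSO wells as low control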
Exocytosis inh: LAMP-1 surface exposure blockers, TALL-104 cells – cell-based, flow cytometry, MLPCN library, primary screen. TALL-104 LAMP-1 surface exposure; cells stimulated with thapsigargin and PMA. hit rate 0.66% among 360,000. AID 651702, 2012. inhibition, % at 10 µM;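 active = inhibition above about 55%, limit read from the data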
HIF-2a inh: HIF-2a reporter inhibitors, primary screen, luminescence, 786-0 RCC cells | AID 624352, 2012 | inhibition, % at 18.8 µM | hit rate 0.72% among 360,000 | 786-0 RCC cells HIF-2a reporter, luciferase luminescence, overnight;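 active = inhibition of the luminescence signal of 40% or more relative to plate controls, in a single-dose primary screen at 18.75 µM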
Peg3 promoter: Peg3 promoter-driven luciferase inhibitors, primary screen, cell-based, HeLa, luciferase luminescence; inhibition, % at 20 µM; HeLa PEG-Prom luciferase reporter, overnight; hit rate 1.7% among 360,000;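 active = inhibition of at least 50% at 20 µM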
Vif imaging: HIV Vif self-association inhibitors, primary screen, imaging, HEK293T, single point; inhibition, % at 7.49 µM; AID 602346, 2012; HEK293T cells, Vif self-association by quenched fluorescence, 24 h; hit rate 0.35% among 340,000; in the data active = inhibition above about 50%, passing the limit was not always enough; note: some results filed as inactive read as strong as hits
PDI inh: inhibitors of human PDI, primary screen, biochemical, turbidity, single point, plate reader; Protein disulfide-isomerase (Homo sapiens), P07237; PDI insulin aggregation turbidity, A650, 90 min; inhibition, % at 10 µM; hit rate 0.052% among 350,000; AID 588391, 2011;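 active = mean inhibition across replicates of 30% or more, whatever share of single replicates reach that level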;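 note: absorbance from insulin aggregation driven by PDI reduction with DTT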
Target sequence (P07237 whole entry, looked up): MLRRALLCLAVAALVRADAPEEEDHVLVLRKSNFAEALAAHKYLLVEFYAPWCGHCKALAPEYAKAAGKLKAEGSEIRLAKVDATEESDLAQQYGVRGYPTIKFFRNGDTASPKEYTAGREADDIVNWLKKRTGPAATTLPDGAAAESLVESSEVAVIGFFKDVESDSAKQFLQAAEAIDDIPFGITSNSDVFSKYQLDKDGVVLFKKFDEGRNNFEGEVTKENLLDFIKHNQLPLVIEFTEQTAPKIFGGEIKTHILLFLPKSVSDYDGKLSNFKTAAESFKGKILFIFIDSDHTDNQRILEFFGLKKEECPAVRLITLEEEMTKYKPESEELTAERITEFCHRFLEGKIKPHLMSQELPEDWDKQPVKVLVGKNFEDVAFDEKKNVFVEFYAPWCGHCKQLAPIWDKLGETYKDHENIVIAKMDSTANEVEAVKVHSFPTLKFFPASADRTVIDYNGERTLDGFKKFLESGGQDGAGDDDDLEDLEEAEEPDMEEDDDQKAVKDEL
Starred values were filed as active, the others as inactive; . = not tested or not shown. Outcome played no part in choosing rows; overall some 3.5% were active at least once.

SMILES | TRPM1 prom inh | hiPSC survival | aDG glyco up | NR2E3 ag-1 | CaV13 ICDI inh | NR2E3 ag-2 | Exocytosis inh | HIF-2a inh | Peg3 promoter | Vif imaging | PDI inh
CN(C)/C=N/c1ncc(C(=O)c2ccc(-c3ccccc3)cc2)s1 | -16.1 | -0.3 | -0.1 | -50.3 | . | 3.9 | 4.8 | -144.5 | -91.8 | -5.9 | 3.0
O=C(CSCc1ccc([N+](=O)[O-])cc1)NC1CC2CCC1C2 (stereo not given) | -13.7 | 1.8 | -0.2 | -10.3 | -5.6 | -1.1 | -0.7 | -2.2 | 15.0 | 1.5 | -5.6
COc1cc(C2NC(=O)NC(C)=C2C(=O)OCc2ccccc2)ccc1O (stereo not given) | -3.3 | 3.9 | -0.1 | -7.0 | -6.5 | 3.3 | -1.1 | 0.3 | 16.4 | 0.3 | -0.7
CCOC(=O)/C(=C/c1ccccc1)NC(=O)c1ccco1 | 1.8 | -0.8 | 0.4 | 0.9 | -17.4 | -4.3 | 0.8 | -0.8 | 6.3 | 3.0 | 8.0
Cc1cc(C)nc(Nc2ccc(F)cc2)n1 | -7.7 | -0.8 | -0.2 | -16.0 | -2.1 | -1.0 | 2.2 | -13.8 | -13.4 | -3.0 | 3.8
COc1cc2c(c(OC)c1)C(c1ccncc1)CC(=O)N2 (stereo not given) | 0.2 | -0.1 | -0.1 | 8.2 | -8.7 | 0.3 | -3.4 | 15.6 | -1.9 | . | -2.3
CCOC(=O)c1ccc[n+](CC(=O)Nc2cc(C(F)(F)F)ccc2Cl)c1 | 5.3 | 1.3 | -0.1 | 15.1 | 0.3 | 2.4 | -0.6 | 3.7 | -12.3 | 52.9* | 2.5
N#C/C(=C/c1ccc(-c2ccccc2)o1)c1nc(-c2cccs2)cs1 | 12.2 | 4.5 | -0.3 | -14.5 | . | 3.5 | 0.5 | -151.5 | -128.8 | 6.4 | -7.1
O=C(CC[C@H]1O[C@@H](n2cnc3c(NC(=O)c4ccccc4)ncnc32)[C@H](O)[C@@H]1O)NCc1cccc2ccccc12 | . | 0.8 | -0.4 | 11.4 | -5.1 | . | -8.1 | 14.6 | -8.0 | . | .
CC(=O)c1c(N2CCCC2)nc(=S)n(-c2ccccc2)c1C | -4.3 | -0.4 | -0.2 | 0.1 | -4.2 | 4.9 | 2.7 | 5.0 | -4.6 | 1.6 | -6.5
COCCn1c(COc2ccccc2)nnc1SCC(N)=O | 6.9 | 0.1 | -0.3 | 2.2 | -8.8 | . | -1.5 | 14.1 | -9.0 | 60.3* | 13.1
CC(C)(C)OC(=O)NCCc1nnc(S(=O)(=O)Cc2ccc(Cl)cc2Cl)o1 | 4.3 | -1.1 | -0.4 | 7.3 | 0.1 | 2.8 | 7.5 | 3.2 | 46.5 | -1.4 | -0.7
CNC(=O)c1ccsc1NC(=O)CCS(=O)(=O)c1ccc(Cl)cc1 | 7.4 | -0.2 | 0.3 | -11.7 | -4.9 | -3.4 | 12.6 | 11.6 | -4.5 | -1.3 | -2.5
N#Cc1c(-c2ccccc2)nc(-c2ccncc2)[nH]c1=O | 1.5 | -2.3 | 0.5 | 30.1 | -16.6 | 0.1 | 0.4 | 26.9 | -0.9 | -4.4 | 0.2
Cc1c(C=O)c2ccccc2n1CC(=O)NCc1ccc2c(c1)OCO2 | -5.4 | -0.9 | 1.2 | -1.6 | -5.1 | 4.1 | -4.0 | 17.4 | 8.8 | -0.4 | -12.5
Cc1cccc(OCc2nc3ccccc3n2C)c1 | -76.9 | 0.2 | 0.0 | -45.9 | -20.2 | 0.8 | -15.7 | -317.5 | -181.9 | 6.5 | 6.4
COc1cccc(C(=O)Nc2c(F)c(F)c(F)c(F)c2F)c1 | -1.2 | -2.4 | -0.5 | -21.6 | -5.6 | 3.6 | -0.7 | -1.3 | -3.0 | 2.6 | -2.7
CC1CC1C(=O)Nc1ccc(-c2ccccc2)cc1 (stereo not given) | -23.6 | -3.4 | -0.1 | -86.8 | -7.0 | 2.1 | -7.1 | -287.5 | -248.6 | 4.9 | 1.8
COc1cccc(-c2cc(C(F)(F)F)nc(N3CCOCC3)n2)c1 | -8.7 | 10.9 | -0.2 | -29.5 | -3.0 | 5.8 | -1.3 | 3.9 | -0.3 | 7.9 | -9.3
O=C(CN1C(=O)c2ccccc2C1=O)Nc1cccc(S(=O)(=O)Nc2ccccc2Cl)c1 | -7.4 | -1.5 | 0.1 | 10.5 | -19.8 | 8.6 | 4.9 | 5.2 | -17.8 | -8.8 | 7.9
Cc1ccc(C(=O)Nc2nnc(Cc3ccccc3)s2)cc1 | 3.2 | -0.6 | 0.2 | -11.2 | -17.7 | -0.6 | -2.9 | -5.8 | -6.9 | -9.8 | 19.6
CCOC(=O)c1ccc(N2C(=O)CC(N(C)Cc3ccccc3)C2=O)cc1 (stereo not given) | -0.8 | -1.1 | -0.1 | -22.9 | -5.1 | 3.1 | -1.4 | 14.6 | 7.0 | -20.7 | -4.0
CC(C)(C)n1cnc2cc(NC(=O)c3ccc(Cl)cc3)ccc21 | -62.7 | 0.2 | 0.3 | -193.8 | -4.8 | -1.9 | -4.1 | -213.2 | -289.4 | -2.7 | 13.8
CCOC(=O)c1cc(C(=O)OCC)c2cc(Br)ccc2n1 | 0.9 | 0.0 | -0.1 | 0.6 | -2.9 | 15.1 | 2.6 | -7.8 | 6.0 | . | 16.2
Cc1ccc(C(=O)N/N=C\c2c(C)nn(-c3ccccc3)c2Cl)cn1 | -29.3 | -1.3 | 0.0 | 27.3 | -4.2 | -1.0 | -1.4 | -109.1 | -24.6 | -4.7 | -2.1
CCc1ccc(NC2=NC(C(=O)NC3CCCCC3)CC(=O)N2)cc1 (stereo not given) | -0.9 | 0.9 | 0.0 | -22.1 | -4.4 | 1.0 | 0.7 | 9.7 | 10.7 | -1.9 | -0.7
CC(C)Nc1ncnc2c1cnn2Cc1ccc(Cl)cc1 | -5.1 | 0.8 | 0.0 | -12.4 | -6.5 | -2.7 | -7.7 | 2.1 | 5.9 | -2.5 | -8.0
CC1Sc2ccc(Cl)cc2-c2nc(N)ncc21 (stereo not given) | 6.2 | -0.5 | 0.4 | 6.3 | -18.1 | 2.9 | 1.6 | 27.6 | 9.3 | -5.3 | -8.7
Cc1cc2ccccc2c(=O)n1CC(=O)NCC(=O)N1CCN(c2cccc(Cl)c2)CC1 | 6.1 | -1.5 | -0.1 | -2.6 | -3.6 | -0.8 | 0.5 | 21.9 | 3.3 | -4.2 | 5.5
c1ccc(CSc2ncnc3c2cnn3-c2ccccc2)cc1 | -11.8 | -0.7 | -0.2 | -13.7 | -5.7 | 3.0 | -6.3 | -31.2 | -30.2 | 4.3 | -6.8
CSC1=NCCN1S(=O)(=O)c1ccc(F)cc1 | 4.5 | -2.6 | -0.3 | -43.4 | -6.4 | 1.2 | 0.0 | 2.9 | 1.5 | 1.4 | -4.2
O=C(NC(Cc1ccccc1)C(=O)O)/C(=C/c1ccc([N+](=O)[O-])cc1)NC(=O)c1ccccc1 (stereo not given) | -0.8 | 0.1 | 0.1 | 13.3 | -2.9 | 3.4 | 0.6 | 7.4 | 11.8 | 26.0 | -4.3
Cc1ccc(OCCNC(=O)[C@H]2O[C@@H](n3ccc(=O)[nH]c3=O)[C@H](O)[C@@H]2O)cc1C | . | -0.8 | 0.5 | -5.8 | . | . | -2.1 | 15.9 | -6.4 | . | .
COc1cccc(-n2c(-c3ccco3)nc3nc4ccccc4nc32)c1 | -5.5 | -0.5 | 0.6 | 0.0 | -19.4 | 1.7 | -0.3 | -55.7 | -26.5 | 8.4 | 2.4
COC(=O)c1nnn(-c2ccc(Cl)c(Cl)c2)c1C(=O)OC | 7.0 | -0.2 | 0.0 | 7.9 | 1.2 | -2.5 | 0.8 | 5.4 | -0.2 | 0.7 | 0.5
CCN(Cc1ccccc1)C(=O)CN1C(=O)c2ccccc2C1=O | 5.5 | -0.2 | 0.1 | 23.9 | -19.9 | -0.4 | -6.6 | 9.9 | 5.8 | 2.1 | 1.2
COc1ccc(S(=O)(=O)Cc2ccc(C(=O)NCc3ccccc3OC)o2)cc1 | 18.1 | -0.2 | -0.3 | 22.6 | -2.5 | -2.7 | -6.5 | 10.0 | 14.9 | 10.1 | 7.1
COc1ccccc1OCCCCCNCCO | 3.4 | -1.5 | 0.0 | -17.2 | -7.3 | -0.8 | -1.6 | -4.9 | 4.3 | . | 1.3
COc1cc([N+](=O)[O-])ccc1NC(=O)C1CCCN(S(C)(=O)=O)C1 (stereo not given) | -12.7 | -3.9 | 0.0 | -9.0 | -6.5 | 1.3 | -2.3 | -0.5 | 9.3 | 6.9 | 10.7
CC1(NC(=O)c2cc(S(=O)(=O)N3CCCCC3)ccc2Cl)CCS(=O)(=O)C1 (stereo not given) | 9.8 | -3.1 | -0.3 | -6.5 | -2.7 | -4.1 | -1.8 | 15.5 | 7.7 | 13.7 | 5.3
COC(=O)c1ccsc1NC(=O)CCS(=O)(=O)c1ccccc1 | 4.2 | -0.5 | 1.9 | -4.1 | -5.3 | -1.2 | 1.4 | 3.0 | 7.1 | 1.5 | -7.5
O=C1CCCC(O)=C1Sc1ccccc1C(=O)O | 3.4 | 7.0 | 0.1 | -5.7 | -2.3 | 0.6 | -4.9 | 12.8 | 13.4 | -2.5 | -12.7
COc1ccc(S(=O)(=O)Cc2ccc(C(=O)N3CCN(c4cccc(C)c4C)CC3)o2)cc1 | -2.3 | -0.5 | 0.3 | -22.8 | 14.2 | 1.1 | 0.0 | 6.4 | -10.7 | -3.4 | -4.6

Two successive compounds out of the list so far, for reference:
SMILES | TRPM1 prom inh | hiPSC survival | aDG glyco up | NR2E3 ag-1 | CaV13 ICDI inh | NR2E3 ag-2 | Exocytosis inh | HIF-2a inh | Peg3 promoter | Vif imaging | PDI inh
COc1cc([N+](=O)[O-])ccc1NC(=O)C1CCCN(S(C)(=O)=O)C1 (stereo not given) | -12.7 | -3.9 | 0.0 | -9.0 | -6.5 | 1.3 | -2.3 | -0.5 | 9.3 | 6.9 | 10.7
CC1(NC(=O)c2cc(S(=O)(=O)N3CCCCC3)ccc2Cl)CCS(=O)(=O)C1 (stereo not given) | 9.8 | -3.1 | -0.3 | -6.5 | -2.7 | -4.1 | -1.8 | 15.5 | 7.7 | 13.7 | 5.3

Compound activity: PubChem BioAssay, several laboratories
